High-throughput results as filed in PubChem BioAssay.
PRMT1 FP inh: inhibitors of human PRMT1. Q99873. recombinant PRMT1, activity-based probe fluorescence polarization. inhibition, % at 2.79 µM. 1.3% of 370,000 active. AID 652257;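 active means inhibition above about 21% made by adding two undisclosed values, limit read from the data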
Target sequence (Q99873 whole entry, looked up): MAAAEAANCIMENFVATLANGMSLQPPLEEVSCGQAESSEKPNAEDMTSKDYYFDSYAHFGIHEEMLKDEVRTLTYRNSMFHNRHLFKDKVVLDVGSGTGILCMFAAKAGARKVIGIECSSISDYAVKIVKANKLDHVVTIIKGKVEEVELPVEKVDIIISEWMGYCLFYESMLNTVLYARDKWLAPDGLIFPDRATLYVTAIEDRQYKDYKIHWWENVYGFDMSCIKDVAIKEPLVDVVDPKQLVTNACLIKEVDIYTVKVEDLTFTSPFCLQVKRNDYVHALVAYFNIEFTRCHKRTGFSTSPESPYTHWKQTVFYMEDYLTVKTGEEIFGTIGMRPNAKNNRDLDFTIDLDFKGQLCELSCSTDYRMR
PG9 binder: PG9 antibody binding by small molecule | TR-FRET gp120-PG9 antibody binding | AID 624416 | 0.43% of 360,000 active | inhibition, % at 6.7 µM; in the data active means inhibition above about 8.5%
Tn7 DDE FP: disrupts Tn7 cyclic peptide binding to fibrin D-Dimer-E complex. FP displacement of FITC-Tn7 peptide from fibrin DD(E); 0% = median of compound wells per plate. P02675. 0.13% of 370,000 active. inhibition, % at 8.3 µM. AID 720508;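 active means inhibition above the mean of compounds falling within the control limits plus 3 SD of them, cut at about 14% in these data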;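 further: 0% = plate median of compound wells and 100% = 10 µM Aha-Tn7 peptide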
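System: human fibrin DD(E); quantity: Fibrin-DD(E) at 2 µM final; also added: fluorescent Tn7 probe at 0.1 µM; compound dosing: single nominal test concentration of 8.3 µM per compound; schedule: 10 min preincubation, 3 h with tracer, room temperature; detection: fluorescence polarization of the labelled Tn7 tracer; repeats: one replicate per compound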
HTRA1 inhibitor: inhibitors of human serine peptidase HTRA1 | AID 504803 | 0.5% of 340,000 active | inhibition, % at 5.96 µM | recombinant HTRA1, FP-rhodamine activity-based probe, fluorescence polarization; in the data active means inhibition above about 36%;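 further: 0% = enzyme with DMSO and 100% = wells lacking enzyme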
TDP2 absorb: TDP2 (human) inhibition, absorbance primary screen; O95551; recombinant TDP2, T5PNP hydrolysis, p-nitrophenol absorbance 415 nm; inhibition, % at 12.8 µM; 0.34% of 370,000 active;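 active means inhibition above the mean of all tested compounds plus 3 SD, set per campaign, cut at about 25% in these data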;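 further: 0% = DMSO with enzyme and 100% = buffer with substrate but no TDP2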
Target sequence (O95551 whole entry, looked up): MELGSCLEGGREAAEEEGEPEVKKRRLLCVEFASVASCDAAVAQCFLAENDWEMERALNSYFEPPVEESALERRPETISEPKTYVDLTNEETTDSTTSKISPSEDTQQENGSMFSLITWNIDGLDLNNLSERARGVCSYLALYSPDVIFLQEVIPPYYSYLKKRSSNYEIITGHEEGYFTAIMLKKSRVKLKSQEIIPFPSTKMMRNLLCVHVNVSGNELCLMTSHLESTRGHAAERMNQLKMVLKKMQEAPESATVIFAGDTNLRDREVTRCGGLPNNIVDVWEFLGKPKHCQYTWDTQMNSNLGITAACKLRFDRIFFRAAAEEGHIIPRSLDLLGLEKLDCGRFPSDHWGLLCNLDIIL
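Test system: human TDP2 enzyme; Input: 120 nM TDP2 per well; Buffer or medium: Mg2+-containing Tris-HCl buffer, pH 7.5; Reagent: 5 mM T5PNP; Dosing: 12.8 µM single point, 1% DMSO; Incubation: reaction 2 h, 37 °C; Detection: p-Nitrophenol epi absorbance; Read-out: % inhibition relative to enzyme-containing and enzyme-free wells; Replicates: single well per compound.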
LEDGF integ inh: blocks HIV-1 LEDGF/p75-dependent DNA integration; AID 743269; 0.64% of 370,000 active; TR-FRET IN-LEDGF/p75 DNA integration, Eu/Cy5; inhibition, % at 3.7 µM;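 active means inhibition above the screen-wide mean plus 3 SD, cut at about 13% in these data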;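 further: signal is the Cy5 over europium emission ratio at 671 and 618 nm; 0% = plate median of compound wells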
SIAE inh: blocks human sialic acid acetylesterase. SIAE FP-Rh probe binding, fluorescence polarization. Q9HAT2. 0.69% of 370,000 active. AID 1053197. inhibition, % at 9.66 µM;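 active means inhibition above a cutoff: mean of compounds within the control limits plus 3 SD of those, cut at about 17% in these data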;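 further: 0% = plate median of compound wells and 100% = probe without SIAE protein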
ABHD4 inh: inhibitors of mouse ABHD4; Q8VD66; inhibition, % at 8.92 µM; AID 720543; purified mABHD4, FP-Rh probe fluorescence polarization; 0.54% of 370,000 active;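 active means inhibition exceeding the mean over every tested compound plus 3 SD, cut at about 30% in these data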;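 further: 0% = plate median of compound wells and 100% = S159A mutant with DMSO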
Target sequence (Q8VD66 whole entry, looked up): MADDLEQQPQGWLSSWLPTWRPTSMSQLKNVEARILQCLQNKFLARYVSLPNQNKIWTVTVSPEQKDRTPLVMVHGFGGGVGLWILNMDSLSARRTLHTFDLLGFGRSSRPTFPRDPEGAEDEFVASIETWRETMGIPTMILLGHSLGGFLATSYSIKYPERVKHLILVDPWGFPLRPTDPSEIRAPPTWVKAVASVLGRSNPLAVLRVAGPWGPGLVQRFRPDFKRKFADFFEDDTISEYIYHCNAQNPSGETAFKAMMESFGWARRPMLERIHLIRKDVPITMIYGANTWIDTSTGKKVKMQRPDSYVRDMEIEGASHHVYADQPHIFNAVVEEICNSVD
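Assay system: mouse ABHD4 enzyme, wild type / Also added: fluorescent activity-based probe FP-Rh / Doses: single nominal dose of 8.92 µM, 0.89% DMSO final / Timing: 45 min compound pre-incubation plus 60 min probe step, 25 °C / Signal: FP readout, ex 525 nm / em 598 nm / Control set: S159A mutant/DMSO as 100%, compound-well median as 0%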
TCR-CD3 inh: blocks the human TCR-CD3 interaction. TAMRA-labeled TCR probe fluorescence, biochemical. inhibition, % at 9.4 µM. 0.37% of 360,000 active; in the data active means inhibition above about 19%;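 further: recombinant mutant TCR 2C K166C tagged with TAMRA read by polarization; 0% = receptor in buffer alone and 100% = receptor with positive control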
UHRF1 binding: human UHRF1 methylated DNA binding inhibitors; Q96T88; UHRF1 binding to methylated oligo, TR-FRET; inhibition, % at 4.4 µM; 0.75% of 370,000 active; AID 687016; in the data active means inhibition above about 21%;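 further: UHRF1 SRA domain binding a hemimethylated CpG hairpin DNA probe; 0% = median of test compound wells and 100% = reference inhibitor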
An asterisk follows results filed as active; x = not tested or not shown.

molecule | UHRF1 binding | SIAE inh | Tn7 DDE FP | PRMT1 FP inh | TDP2 absorb | PG9 binder | HTRA1 inhibitor | LEDGF integ inh | ABHD4 inh | TCR-CD3 inh
ClC1CCCCC1n1nnc2ccccc21 (centres undefined) | -2 | -1 | 3 | -4 | 3 | -2.1 | -3 | 2 | 4 | 3
O=C(NCc1ccccc1)c1cccc(NC(=O)C2CC2)c1 | 2 | -2 | -9 | 6 | 11 | 0.1 | 2 | -2 | 2 | 0
CC(=O)c1c(N2CCCC2)[nH]c(-c2ccccc2)nc1=S | -2 | 1 | 1 | 2 | 6 | -0.9 | 3 | 4 | 2 | 8
O=C(Cn1cc(COc2ccc(Br)cc2)nn1)c1ccc(O)cc1 | 9 | -3 | -5 | 2 | 1 | -1.8 | 0 | -3 | -7 | 1
Cc1ccc(N(C(=O)Cn2nnc(-c3ccc(F)cc3)n2)C(CC(C)C)C(=O)NCC2CCCO2)cc1 (centres undefined) | 2 | -2 | -3 | 1 | -9 | 0.4 | -20 | 2 | -1 | 7
CCC(C)NC(=O)CN1C(=O)CC(C)(C)S(=O)(=O)c2ccccc21 (centres undefined) | -2 | 6 | 4 | 2 | -13 | -0.4 | 3 | -1 | 3 | -6
COc1ccc(NC(=O)CN(C)C(=O)c2cc(CN3C(=O)c4ccccc4C3=O)ccc2OC)cc1 | 3 | 11 | -5 | -6 | 0 | -2.1 | 2 | 3 | 2 | -2
COc1ccccc1C1C(C(N)=O)=C(C)Nc2nc(CCCO)nn21 (centres undefined) | 0 | 0 | 2 | 2 | 1 | 0.9 | -1 | -1 | 6 | 6
CC1Cc2cc(/C(O)=C3\C(=O)C(=O)N(CCN4CCOCC4)C3c3ccccc3F)ccc2O1 (centres undefined) | -4 | 1 | -2 | -2 | 8 | 13* | 3 | -1 | -3 | -2
Cc1cc(NC(=S)Nc2cccc3ccccc23)n[nH]1 | -2 | 2 | -2 | 23* | -8 | -0.4 | -3 | -4 | 4 | 3
Cc1cc(O)ccc1C1(c2ccc(O)cc2C)OC(=O)c2ccccc21 | 2 | -17 | -6 | 1 | -5 | 0.5 | -59 | 4 | -46 | -3
CN(c1ccccc1)S(=O)(=O)c1cccc(NS(=O)(=O)c2cccc(C(=O)O)c2)c1 | -1 | -1 | 8 | -4 | -5 | -0.2 | 5 | -1 | -6 | 15
O=[N+]([O-])c1ccc2c(c1)C=C1CCCCC1(N1CCCCC1)O2 (centres undefined) | 1 | -2 | -3 | 0 | 0 | -1.4 | -7 | -2 | 7 | 2
O=C(Cc1ccccc1F)Nc1ccc(S(=O)(=O)N2CCCC2)cc1 | 0 | 1 | -1 | -1 | 1 | 1.1 | -1 | -4 | 4 | -7
Cn1c(SCC(=O)Nc2ccc(F)cc2)nnc1C1CC1 | 1 | 5 | 6 | -5 | -3 | -2.4 | 5 | 3 | 5 | -2
CC1CCCCC1N1CCN(C(=O)c2cccc(F)c2)CC1 (centres undefined) | 1 | 2 | 6 | -3 | 6 | -0.3 | 1 | 0 | 4 | 5
Cc1cc(C(=O)NNC(=O)c2cccc(Cl)c2)no1 | 2 | 16 | 4 | -8 | -13 | -2.9 | x | 2 | -3 | -6
NC(=O)C1=C[C@H](c2csc3ccccc23)C[C@H](OCc2ccc(CO)cc2)O1 | -1 | 0 | 4 | 0 | -9 | 1.1 | -17 | 1 | 1 | 4
CCc1ccccc1OCCCCN1CCCCC1 | 0 | -3 | 9 | 2 | 10 | 2.4 | 7 | 0 | 11 | -6
O=C(Oc1ccc(-c2cn3c(n2)SCC3)cc1)c1ccccc1 | 4 | 10 | 7 | -6 | -1 | 3.5 | -4 | 0 | 0 | -4

molecule | UHRF1 binding | SIAE inh | Tn7 DDE FP | PRMT1 FP inh | TDP2 absorb | PG9 binder | HTRA1 inhibitor | LEDGF integ inh | ABHD4 inh | TCR-CD3 inh
C(=C\CSc1nnnn1-c1ccccc1)/CSc1nnnn1-c1ccccc1 | 4 | -1 | 3 | -1 | 2 | 2.0 | -22 | 4 | 0 | -4
CC1C(=O)Nc2ccc(S(=O)(=O)Nc3ccccc3Br)cc2NC1=O (centres undefined) | 14 | 7 | -5 | -2 | -17 | 1.4 | 0 | 7 | 3 | -5
CCN1CCN(C(=O)CS(=O)Cc2nc(-c3cccc(C)c3)oc2C)CC1 (centres undefined) | -2 | 3 | -7 | -2 | 8 | -2.7 | -1 | -3 | 2 | 2
CCCCn1c(N)c(N(CCOC)C(=O)c2cc3ccccc3cc2OC)c(=O)[nH]c1=O | 0 | -3 | 0 | -1 | 9 | -2.1 | -4 | -3 | 7 | -1
COc1ccccc1C(=O)Nc1c(C)n(C)n(-c2ccccc2)c1=O | 1 | 2 | 4 | 0 | 8 | -0.5 | 0 | 2 | 2 | 7
Cn1ccc(C(=O)N2CCCc3ccccc32)n1 | -2 | -5 | -9 | -1 | -6 | -0.6 | 6 | 2 | 1 | 5
CCCCNC(=O)c1c[nH]c2ccc(S(=O)(=O)N3CCOCC3)cc2c1=O | 7 | -10 | 5 | 7 | -2 | -0.5 | 1 | -1 | -16 | 4
O=C(c1cccc(F)c1)N1C2C=CC(C2)C1(C(F)(F)F)C(F)(F)F (centres undefined) | -2 | 1 | -1 | -1 | 4 | -0.3 | -4 | 1 | 3 | 7
O=C(Nc1ccc(F)cc1)c1ccc(CSc2ccccc2)o1 | -4 | -5 | 3 | -2 | -7 | -0.7 | -47 | 3 | -17 | 2
CC(C)(C)c1ccc(S(=O)(=O)N2C=CC(C(F)(F)F)=NCC2)cc1 | 1 | -4 | -2 | -1 | -2 | -1.5 | 3 | -1 | 1 | 1
COC(=O)C1=C(C)N(c2cc(C)cc(C)c2)/C(=C/c2ccc(O)cc2)C1=O | 1 | 6 | 1 | 0 | -4 | -0.4 | -1 | -1 | -5 | 0
Nc1ccc(CCn2ccnc2)cc1 | -4 | 4 | 1 | -3 | 11 | 0.2 | 24 | 4 | 4 | 5
O=C(c1ccc(OC2CCN(C(=O)c3cccnc3)CC2)cc1)N1CCCCCC1 | 4 | -4 | 4 | 2 | -12 | -2.1 | -3 | -3 | 2 | -3
COCC1CCCCN1Cc1cn[nH]c1-c1ccc(OC)cc1OC (centres undefined) | 2 | 1 | 1 | 2 | 7 | 0.0 | -1 | 4 | -3 | -2
CCOc1ccc(NS(=O)(=O)CC23CCC(CC2=O)C3(C)C)cc1 (centres undefined) | -2 | 5 | -4 | -4 | 0 | -0.3 | 6 | -1 | -2 | 2
C=CCC[C@@H](Cc1ccc(F)cc1)C(=O)OCCNC(=O)[C@@H](CC=C)CC(=O)N[C@@H](CO)Cc1ccccc1 | 0 | 4 | 1 | -1 | 0 | -0.3 | 3 | 2 | 9 | -3
CC1(C)Cc2ccccc2-c2c1c(=O)n(Cc1ccccc1)c1nnnn21 | 1 | -2 | 1 | 1 | -6 | -0.7 | 0 | 3 | -12 | 3
Oc1ccccc1/C=N/Nc1ccnc(SCc2ccccc2)n1 | -6 | -3 | -7 | 5 | -18 | 1.6 | 13 | 9 | -7 | -4
CC(=O)c1c(C)[nH]c(C(=O)OCC(=O)Nc2ccc3c(c2)OCCO3)c1C | -2 | 5 | 3 | -1 | 6 | -1.6 | -1 | 3 | -9 | 6
O=C1OCCN1C(=O)[C@H]1[C@H](c2ccc([N+](=O)[O-])cc2)C(c2cccc(Cl)c2)=NN1c1ccc(Br)cc1 | -2 | -7 | -5 | -2 | 2 | 0.4 | -24 | 3 | -2 | 1

Quoted at random: 3 compounds from above.
molecule | UHRF1 binding | SIAE inh | Tn7 DDE FP | PRMT1 FP inh | TDP2 absorb | PG9 binder | HTRA1 inhibitor | LEDGF integ inh | ABHD4 inh | TCR-CD3 inh
Cc1cc(NC(=S)Nc2cccc3ccccc23)n[nH]1 | -2 | 2 | -2 | 23* | -8 | -0.4 | -3 | -4 | 4 | 3
NC(=O)C1=C[C@H](c2csc3ccccc23)C[C@H](OCc2ccc(CO)cc2)O1 | -1 | 0 | 4 | 0 | -9 | 1.1 | -17 | 1 | 1 | 4
Cc1cc(O)ccc1C1(c2ccc(O)cc2C)OC(=O)c2ccccc21 | 2 | -17 | -6 | 1 | -5 | 0.5 | -59 | 4 | -46 | -3

The list goes on:
molecule | UHRF1 binding | SIAE inh | Tn7 DDE FP | PRMT1 FP inh | TDP2 absorb | PG9 binder | HTRA1 inhibitor | LEDGF integ inh | ABHD4 inh | TCR-CD3 inh
CCOC(=O)/C(=C\Nc1ccccc1C(F)(F)F)Sc1ncc(C(F)(F)F)cc1Cl | -1 | 3 | 6 | -2 | -3 | 1.3 | -4 | 0 | -4 | 8
O=C(Cc1ccc(Br)cc1)Nc1nc2ccccc2[nH]1 | -9 | -5 | 5 | -3 | 6 | 7.9 | -6 | 0 | -1 | 0
O=C(c1ccc(F)cc1)N1CCN(S(=O)(=O)c2ccc(Br)cc2)CC1 | 11 | 1 | -5 | -4 | -1 | -0.8 | 8 | 4 | -5 | 0
Cc1ccc(C2=Nc3ccccc3N=C(c3ccco3)C2)c(O)c1 | 0 | -6 | -8 | 0 | -8 | -2.8 | 2 | 0 | -3 | 5
Cc1cc(C)cc(NC2=CC(=O)CC(c3ccco3)C2)c1 (centres undefined) | 0 | 6 | 5 | 2 | 1 | 2.7 | -3 | 4 | 8 | -1
Cc1ccc(-n2nc3c(=O)n(CC(=O)NC4CCCCC4)nc(C)c3c2C)cc1 | -4 | -3 | -4 | 1 | -3 | -2.8 | -2 | 2 | 2 | 1
Cc1ccc(S(=O)(=O)NCC(=O)N(CC(=O)NC(C)(C)C)Cc2cccs2)cc1 | 3 | 2 | 2 | 0 | 8 | 2.2 | 0 | 0 | 8 | -3
O=C(Nc1ccc(F)cc1F)N1CCCN(CCOc2ccccc2)CC1 | -2 | -2 | 6 | -2 | -9 | 2.1 | x | -3 | 5 | 0
Cc1cccc(N=C(NO)c2nonc2N)c1 | -1 | 0 | -10 | 0 | 7 | -2.0 | -7 | 0 | -4 | 12
O=C(Nc1nnc(-c2cccs2)o1)c1ccco1 | 0 | 19* | 0 | 7 | 5 | 0.7 | 12 | 0 | 2 | -1
Cc1ccc(C(=O)CS(C)(=O)=O)cc1 | 0 | 4 | 2 | -2 | -4 | -0.5 | 0 | -1 | -2 | 4
C=CCNC(=O)c1c(N)n(-c2cccc(S(N)(=O)=O)c2)c2nc3ccccc3nc12 | 2 | -4 | 1 | 4 | -3 | 1.7 | -23 | 5 | -9 | -9
COc1cccc(COC(=O)c2ccc(S(=O)(=O)N3CCC(C)CC3)cc2)c1OC | -1 | -6 | 1 | -2 | -4 | -0.5 | -11 | 2 | 5 | -1
CCC(C)c1ccc(S(=O)(=O)N2CCN(C(C)C(=O)NC3CCCC3)CC2)cc1 (centres undefined) | -1 | 6 | -6 | -2 | -4 | -1.3 | -2 | 1 | 6 | 4
